STAT1 act: STAT1 signaling activation | NIH 3T3 STAT1-luciferase reporter, IFN-gamma, luminescence; 100% = IFN-gamma alone, no compound | activation (% of control), % at 5.5 µM | actives 2.6% (n = 200,000);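 active = activation above the screen-wide mean activation plus 3 SD, cut at about 130% in these data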;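 also: raw ratio to IFN-gamma control signal so 100% means no change and 0% no light; values of inactives mirror those of a sister screen read the other way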
HMGR II inh: inhibitors of class II HMG-CoA reductase from Enterococcus faecalis. inhibition, % at 10 µM. purified E. faecalis HMGR, NADPH absorbance 340 nm kinetic. actives 0.41% (n = 190,000);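 active = inhibition above a set limit, the median over all tested compounds plus 3 SD, cut at about 9.5% in these data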;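 also: enzyme runs in reverse so mevalonate oxidation gives rising NADPH absorbance; 0% = complete reaction with DMSO and 100% = background rate lacking mevalonate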
Redox H2O2 prof: compounds producing H2O2 with reducing agent – biochemical, NIH compound library profiling, artefact control for MLSCN library redox annotation, primary screen; AID 878; actives 0.03% (n = 200,000); activation, % at 10 µM; DTT-dependent redox cycling H2O2, phenol red/HRP absorbance; 100% = 100 µM peroxide control, 0% = buffer;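 active = activation of at least 50% relative to the plate's high and low controls in the primary single-dose screen; inactive = activation below 50%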;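 also: compound incubated with DTT at 0.8 mM final as the reducing agent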
NF-kB neuron act: compounds increasing NF-kB expression in human neuronal cells. actives 1.6% (n = 190,000). fold change at 12.5 µM. NF-kB reporter expression; hits give high values; in the data active = fold change above about 3.3
APP 5'UTR act: APP 5'UTR luciferase reporter activation; SH-SY5Y APP 5'UTR luciferase reporter, luminescence; zero percent = DMSO vehicle wells; activation, % at 2 µM; actives 1% (n = 190,000); AID 1276;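 active = activation above a set limit, based on mean plus 3 SD of controls, cut at about 140% in these data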; also: values of inactives mirror those of a sister screen read the other way
Hsp70 activator: switches on Hsp70 transcription. HeLa Hsp70 promoter luciferase reporter, luminescence; scaled: vehicle 0, proteasome-inhibitor control 100%. activation, % at 10 µM. actives 0.04% (n = 200,000). AID 1203;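 active = activation above the mean across all tested compounds plus 3 SD, cutoff set per campaign, cut at about 5.5% in these data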;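 also: 100% = MG132 at 30 µM as the positive control and 0% = DMSO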
TLR4 MyD88 comp: inhibitors of human TLR4-MyD88 binding | O00206+Q99836 | inhibition, % at 8.4 µM | actives 0.18% (n = 200,000) | HeLa CL3-4 TLR4/MyD88 BLA complementation, FRET ratio | AID 861; in the data active = inhibition above about 25%;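 also: 0% = vehicle and 100% = reference inhibitor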
Target sequence (O00206 whole entry, looked up): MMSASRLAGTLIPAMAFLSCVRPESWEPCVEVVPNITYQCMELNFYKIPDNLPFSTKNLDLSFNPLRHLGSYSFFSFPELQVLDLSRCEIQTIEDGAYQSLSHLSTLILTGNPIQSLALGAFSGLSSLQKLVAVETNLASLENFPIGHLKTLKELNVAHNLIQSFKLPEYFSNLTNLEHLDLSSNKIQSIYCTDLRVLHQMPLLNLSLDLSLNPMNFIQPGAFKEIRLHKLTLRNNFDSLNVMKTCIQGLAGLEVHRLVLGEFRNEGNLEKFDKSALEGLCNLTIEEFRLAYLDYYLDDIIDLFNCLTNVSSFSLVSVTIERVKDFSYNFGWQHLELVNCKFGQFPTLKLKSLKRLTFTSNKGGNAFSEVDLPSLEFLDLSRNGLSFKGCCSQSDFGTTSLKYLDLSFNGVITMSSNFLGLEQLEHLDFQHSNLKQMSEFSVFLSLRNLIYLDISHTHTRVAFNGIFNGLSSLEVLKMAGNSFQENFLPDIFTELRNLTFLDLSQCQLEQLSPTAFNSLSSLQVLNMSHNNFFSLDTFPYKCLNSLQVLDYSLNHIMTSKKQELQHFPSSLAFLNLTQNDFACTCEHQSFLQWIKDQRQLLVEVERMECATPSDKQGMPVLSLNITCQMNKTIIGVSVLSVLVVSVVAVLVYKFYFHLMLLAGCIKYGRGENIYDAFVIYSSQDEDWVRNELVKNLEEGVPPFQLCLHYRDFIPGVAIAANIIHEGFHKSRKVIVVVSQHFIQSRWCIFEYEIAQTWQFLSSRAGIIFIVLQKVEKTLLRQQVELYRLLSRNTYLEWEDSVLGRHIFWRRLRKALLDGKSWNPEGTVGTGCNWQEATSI
Target sequence (Q99836 whole entry, looked up): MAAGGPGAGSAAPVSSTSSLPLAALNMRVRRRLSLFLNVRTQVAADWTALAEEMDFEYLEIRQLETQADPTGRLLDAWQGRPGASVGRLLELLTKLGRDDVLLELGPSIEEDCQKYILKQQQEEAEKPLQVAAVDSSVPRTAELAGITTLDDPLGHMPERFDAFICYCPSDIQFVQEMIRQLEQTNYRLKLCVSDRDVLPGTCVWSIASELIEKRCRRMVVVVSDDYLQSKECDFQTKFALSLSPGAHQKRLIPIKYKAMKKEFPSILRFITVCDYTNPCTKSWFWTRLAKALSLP
STAT3 activator: increases IL-6 driven STAT3 reporter signal | actives 0.91% (n = 190,000) | AID 871 | U3A cells, IL-6 STAT3-luciferase reporter, luminescence; 100% = signal with IL-6 EC80 alone | activation (% of control), % at 5.6 µM;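 active = activation above the screen-wide mean of compound activation plus 3 SD, cut at about 130% in these data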;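 also: 0% = background luminescence of wells with medium and substrate only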
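Material: STAT1-lacking human U3A cells, STAT3 luciferase reporter | Benchmarks: IL-6-only wells as 100% reference | Probe or stimulus: IL-6 (33 ng/mL) | Timing: Compound 1 h, then IL-6 6 h at 37 °C | Detection: Luminescence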
STAT3 inh: reduces IL-6 driven STAT3 reporter signal. U3A cells, IL-6 STAT3-luciferase reporter, luminescence; host cell line lacks STAT1. inhibition, % at 5.5 µM. actives 0.89% (n = 190,000). AID 862;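 active = inhibition above the mean inhibition across all screened compounds plus 3 SD, cut at about 44% in these data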;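 also: 0% = DMSO only wells and 100% = 100 µM nifuroxazide control wells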
STAT1 blocker: inhibitors of IFN-gamma induced STAT1 signaling | NIH 3T3 STAT1-luciferase reporter, luminescence | inhibition, % at 5.5 µM | actives 0.35% (n = 200,000) | AID 920;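 active = inhibition above a set limit, the mean inhibition across all tested compounds plus 3 SD, cut at about 34% in these data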;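 also: 0% = IFN-gamma with DMSO and 100% = IFN-gamma with 300 µM nifuroxazide; values of inactives mirror those of a sister screen read the other way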
* hit, by the source's call; nt = no result given.

Structure	STAT1 act	HMGR II inh	Redox H2O2 prof	NF-kB neuron act	APP 5'UTR act	Hsp70 activator	TLR4 MyD88 comp	STAT3 activator	STAT3 inh	STAT1 blocker
CCOC(=O)C(=CNc1cc(C)nn1-c1ccc(C)cc1)C(=O)OCC	36	2	0.0	0.7	-22	-0.1	1	90	16	69*
O=C(O)C1CCCN1S(=O)(=O)c1cc(Cl)ccc1Cl (configuration not stated)	97	2	-0.4	1.2	3	0.0	-2	92	13	4
CC1(C)COC(c2cccn2Cc2ccccc2Cl)=N1	97	-3	-5.1	1.3	-13	-0.2	6	98	5	4
Cc1ccc2cc(C#N)c(NCc3ccccc3)nc2c1	101	-3	-0.7	1.1	-10	0.0	-2	93	10	-2
O=C(O)C1CCCCC1C(=O)Nc1ccc(F)cc1F (configuration not stated)	104	-5	2.5	1.5	6	0.1	2	96	5	-5
COc1ccc(NC(=S)Nc2ncccc2C)cc1OC	131*	-1	-0.1	1.9	39	0.1	-11	86	22	-36
CCC(CC)C(=O)c1c[nH]c(C(=O)O)c1	98	-3	-2.1	1.2	1	-0.2	-10	96	6	2
COc1ccc(Cc2nnc(SCC(=O)N3CCc4ccccc4C3)o2)cc1	92	-4	-0.3	1.2	3	-0.3	2	85	20	9
COc1cc2c(cc1OC)-c1cc(OCc3cccnc3)nc(=O)n1CC2	93	-6	0.1	0.74	-20	-0.1	13	116	-13	8
CC(C)c1cc(NC(=O)CCl)on1	103	-8	-0.3	1.7	-19	0.0	6	57	53*	-4
Cc1cc(C)c[n+](CC(=O)c2cc3ccccc3oc2=O)c1	97	-4	-4.6	0.87	-1	-0.5	-6	103	4	3
COc1ccc(-n2nnnc2SCC#CCO)cc1	93	-2	-0.1	1.7	-2	0.0	1	104	0	8
CCCn1c(CNc2ccc(Br)cc2)nc2ccccc21	104	4	-1.0	0.94	8	-0.1	0	76	34	-4
C/C(=N\N=c1/scc(C)n1Cc1ccco1)c1cccc([N+](=O)[O-])c1	99	-3	1.2	1.5	26	0.0	3	105	0	2
Cc1ccc(Oc2ncnc3sccc23)cc1	124	-3	-0.4	1.7	57	-0.1	-13	95	9	-27
CCOc1cccc(-c2cc(-c3n[nH]c(=S)n3CC)c3ccccc3n2)c1	99	0	-5.0	1.2	-2	0.4	5	98	10	1
O=C(NCc1cccc(C(F)(F)F)c1)C1CCN(c2ncccn2)CC1	99	1	-0.5	1.3	5	-0.1	5	100	6	1
O=C(N1CCOCC1)N(Cc1cccs1)C1CCCC1	104	0	1.5	1.3	-23	0.1	-6	104	-2	-4
Cc1cccc(N2C(=O)C(Oc3ccc(Cl)cc3Cl)C2C(=O)O)c1C (configuration not stated)	102	-1	0.4	1.1	-2	-0.2	-11	108	-8	-3
CC(C)C(OC(=O)c1cccs1)C(=O)NCc1ccccc1 (configuration not stated)	98	0	-0.1	1.2	19	-0.2	-8	101	4	2
Cc1cccnc1NC(=O)Cn1nc([N+](=O)[O-])cc1C	99	14*	2.9	1.2	-14	-0.2	5	100	7	-1
CCN(CC)Cc1cc(C(C)=O)ccc1O	100	0	0.8	1.1	5	-0.1	1	103	0	0
Cc1ccc(-c2c3c(=O)n(C)c(=O)n(C)c3cn2-n2cnnc2)cc1	97	2	0.1	0.89	6	0.0	-15	109	-5	4
Cc1cccc(-n2c(=O)c3c(C)c(C)sc3n(CC(N)=O)c2=O)c1	84	1	-0.7	0.97	-16	-0.3	3	91	12	18
C/C(Cl)=C/Cn1c(SCc2ccc(Cl)cc2)nc2c1c(=O)[nH]c(=O)n2C	95	-8	2.0	1.1	11	0.0	-10	107	-5	6
Oc1ccc(Br)cc1/C=N/Nc1nc(N2CCCCC2)nc(N2CCOCC2)n1	109	-1	-0.7	0.54	-3	0.0	-3	85	20	-11
Cn1c(Nn2cnnc2)nc2ccccc21	102	-2	-1.2	0.93	5	0.8	6	108	-5	-3
CCCOc1ccc(/C(O)=C2/C(=O)C(=O)N(CCN(C)C)C2c2ccco2)cc1 (configuration not stated)	96	-3	-0.3	1.3	0	-0.2	4	94	11	-2
COc1ccc2c(C)nc(N/C(N)=N/S(=O)(=O)c3ccc(C)cc3)nc2c1	101	0	0.1	0.93	12	-0.3	2	76	30	0
Cc1cc2cc(C)c(NCCNC(=O)c3ccccc3Cl)nc2cc1C	86	-3	-0.5	0.97	7	-0.5	1	98	10	15
Cc1cc(C)cc(C(=O)O/N=C(\N)c2ccc(Br)cc2)c1	102	2	2.8	1.1	5	0.1	-1	109	-8	-2
Cc1nc2ccc(CCO)cc2s1	106	0	1.6	1.1	-4	0.0	-2	101	3	-6
CCCc1[nH]n(-c2nc3ccccc3s2)c(=O)c1C=NCC1CCCO1 (configuration not stated)	107	2	-0.9	1.4	17	0.2	-20	84	22	-8
COC(=O)N/N=C/c1ccc(OS(=O)(=O)c2ccc(C)cc2)c(OC)c1	94	-1	-0.4	0.97	18	-0.3	2	102	0	6
CC(CN1CCCCC1)OC(=O)c1ccc(Cl)cc1Cl (configuration not stated)	97	-1	3.0	1.2	-2	-0.3	0	105	0	4
CCOC(=O)C1CCN(C(=O)c2c(-c3ccccc3)noc2C)CC1	92	14*	-0.2	1.1	-1	-0.2	3	100	4	7
COc1ccc(S(=O)(=O)NCCCN2CCOCC2)c2ccccc12	100	1	1.7	0.97	19	-0.3	7	105	-3	0
Cc1cc2cc(CCNC(=O)c3c(-c4ccccc4Cl)noc3C)c(=O)[nH]c2cc1C	98	2	0.2	0.7	0	-0.4	-1	102	-3	-1
Cc1cc2cc(CNC(=O)c3ccc(S(=O)(=O)N4CCCCC4)cc3)ccc2[nH]1	99	-8	-2.1	1.4	-5	-0.2	-15	99	9	2
CCNC(=O)Nc1ccc(-n2nc(C)c(C(=O)OCC)c2C)nc1	99	-7	-0.2	1.2	-1	-0.3	6	100	1	0
O=C(CN1C(=O)/C(=C/c2cccc(Br)c2)SC1=S)NC1=NCCS1	112	4	1.6	1.1	11	0.6	-5	107	4	-14
CC1(C)CC(=O)C2=C(C1)Nc1ccccc1NC2c1ccccn1 (configuration not stated)	105	-2	-0.4	1.2	19	0.1	0	98	8	-5
O=C(NCc1ccc(Cl)cc1Cl)C(=O)N1CCCCC1	104	0	0.1	1.3	nt	-0.1	0	104	2	-4
COc1cc(NS(=O)(=O)c2ccc(C)c(C)c2)c(OC)cc1Cl	84	2	0.3	0.95	-7	-0.5	-2	91	17	18
CC(C)(C)NC(=O)C(c1ccncc1)N(C(=O)CNC(=O)c1ccco1)c1ccc2c(c1)OCO2 (configuration not stated)	100	-6	0.4	1	-18	-0.1	11	111	-10	-5
O=[N+]([O-])c1ccc(NC(=S)NCCc2ccccc2)cc1	92	-4	0.1	1.3	7	-0.2	-13	90	10	8
Cc1cc(F)ccc1NCc1cccnc1	99	1	1.9	1.2	-8	-0.1	-20	99	6	1
COc1ccc(NC(=O)COC(=O)CCCc2c[nH]c3ccccc23)cc1OC	96	3	1.5	1.1	5	-0.4	1	125	-27	5
Cc1ccc(S(=O)(=O)N(C)CCCC(=O)NC(C)(C)CO)cc1	103	-1	0.7	0.92	-16	0.3	0	103	8	-4
O=C(Nc1ccccc1)N1CCN(c2ncccn2)CC1	102	0	2.2	0.97	-6	0.0	2	93	12	-2

In a second layout: 2 of the compounds above
Under each structure: STAT1 act, HMGR II inh, Redox H2O2 prof, NF-kB neuron act, APP 5'UTR act, Hsp70 activator, TLR4 MyD88 comp, STAT3 activator, STAT3 inh, STAT1 blocker
Cc1ccc(S(=O)(=O)N(C)CCCC(=O)NC(C)(C)CO)cc1
 : 103, -1, 0.7, 0.92, -16, 0.3, 0, 103, 8, -4
O=C(Nc1ccccc1)N1CCN(c2ncccn2)CC1
 : 102, 0, 2.2, 0.97, -6, 0.0, 2, 93, 12, -2

(continued)
Structure	STAT1 act	HMGR II inh	Redox H2O2 prof	NF-kB neuron act	APP 5'UTR act	Hsp70 activator	TLR4 MyD88 comp	STAT3 activator	STAT3 inh	STAT1 blocker
O=C(Cn1nc(Cl)nc1Cl)c1ccc2c(c1)OCCO2	93	-3	-0.2	1.1	-1	-0.3	10	104	0	8
O=C(CNS(=O)(=O)c1ccc(F)cc1)Nc1ccc(C(F)(F)F)cc1	93	0	0.5	0.99	14	-0.1	-5	88	15	7
COc1ccc(C(C)=O)cc1CSc1nnc(Nc2ccc(C)cc2C)s1	98	-11	0.3	1.1	-9	-0.4	3	103	-9	2
COCCNC(=O)CSc1nc2ccccc2c(=O)n1CCCC(=O)NCc1ccccc1	93	-5	-0.1	1.1	-1	0.2	-3	111	-13	7
CCC(=O)c1c[nH]c(C(=O)NCCCn2ccnc2)c1	97	0	1.6	0.98	-9	-0.3	-11	103	6	5
Cc1c(N)cccc1-n1cccc1	104	4	0.7	1	13	0.0	4	101	10	-6
O=C(Nc1cc(C(=O)N2CCOCC2)cc(C(=O)N2CCOCC2)c1)c1cc(F)c(F)cc1Cl	94	4	0.7	1.2	-2	-0.1	-4	104	-3	0
CCCc1cc(=O)[nH]c(SCC(=O)N2CCCc3ccccc32)n1	99	-5	-0.7	1	10	-0.5	4	101	1	-1
CCOC(=O)Cc1csc(NC(=O)CSc2nc3cccnc3n2CC)n1	103	-4	-0.2	0.91	5	0.0	9	102	4	-4
OCCN(CCO)CC(O)Cn1c2ccccc2c2ccccc21 (configuration not stated)	89	-3	-0.1	1.4	-2	0.0	-1	92	13	12
O=C(CSC1=NCCS1)c1ccc(Cl)cc1	102	0	-1.8	1.2	0	0.0	-2	103	3	-3
CC[n+]1ccc(C)c2cc(P(=O)(c3ccccc3)c3ccccc3)ccc21	101	1	0.6	0.29	-9	0.1	2	96	6	-2
COc1ccc(NC(=O)CS(=O)(=O)c2cn(CC(=O)N3CCOCC3)c3ccccc23)cc1	105	-2	-0.3	1.3	10	0.0	-4	102	9	-7
O=C(O)c1cccc(NC(=O)C2CC(=O)N(Cc3ccccc3)C2)c1 (configuration not stated)	95	0	-1.6	1	3	-0.1	5	95	10	6
Cc1nc(N2CCCCC2C)c2c(C)c(C(=O)Nc3ccccc3C(F)(F)F)sc2n1 (configuration not stated)	102	-2	-0.6	0.84	10	0.0	5	102	4	-3
c1ccc2sc(Sc3ncnc4sccc34)nc2c1	110	-5	0.0	1.8	0	0.2	2	151*	-61	-11
CCCCNC(=O)CC(=O)Nc1ccccc1C(=O)O	99	-4	3.7	1.1	0	-0.3	7	95	12	1
CC1CCCCC1NC(=O)Cn1c(CN2CCCCC2)nc2ccccc2c1=O (configuration not stated)	99	0	3.1	0.89	2	-0.4	6	129	-36	1
Cn1nc(-c2ccccc2)c(CO)c1Sc1ccccc1	90	6	-0.7	1.1	9	-0.3	-3	102	2	11
Cc1ccc(CN2C(=O)c3ccccc3C2C(=O)NCc2cccnc2)cc1 (configuration not stated)	93	-2	-0.9	1	15	-0.1	-9	96	14	8
COCCNC(=O)Cn1c(=O)n(Cc2ccc(C(=O)NCCc3ccc(OC)c(OC)c3)cc2)c(=O)c2ccccc21	95	0	-1.0	0.81	17	0.3	-9	105	-4	4
